# High-throughput results from PubChem.
# INS-1E GSIS act: GLuc luminescence reporter in INS-1E cells, primary screen for activators of glucose-dependent secretion of insulin; AID 743287; INS-1E GLuc reporter insulin secretion, 2-3 h; actives 0.61% (n = 370,000); activation, % at 16.6 µM;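 active = lowest replicate activation of at least 40%, so every replicate reaches that level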;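 also: 0% = median of neutral control wells and 100% = median of IBMX positive control wells; some compounds called inactive have numbers as strong as hits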
# LGR2 inh: Drosophila LGR2 receptor signaling inhibition; HEK293 LGR2, CRE-luciferase, bursicon-stimulated, 4 h; inhibition, % at 9.99 µM; actives 0.35% (n = 380,000);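 active = drop in luminescence signal, shown as inhibition above about 50% in the replicate tests, limit read from the data, passing the limit was not always enough; inconclusive = probably only some replicates passing the limit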;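 also: agonist challenge used bursicon conditioned medium at about half maximal strength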
# Cneo AK release: causes C. neoformans cell lysis | lysis activity, % at 15 µM | adenylate kinase release luminescence, 4 h; normalised: neutral wells 0, clomiphene wells 100 | actives 0.2% (n = 360,000);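 active = mean lysis activity across replicates of at least 80%, whatever share of replicates individually reach that level; inactive = mean lysis activity below 80%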
#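 Assay system: Cryptococcus neoformans yeast cells / Dosing: single-point compound dose / Timing: 4 h at 37 °C static, read 1 h later / Measured by: luminescence of released adenylate kinase using an AK detection reagent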
# ARNT TACC3 PPI: ARNT/TACC3 interaction disruption. AlphaScreen His-ARNT PAS-B/GST-TACC3 binding, luminescence; TACC3 fragment carries E629A point mutation. inhibition, % at 9.99 µM. actives 0.66% (n = 390,000). AID 623870;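 active = mean inhibition of replicates at least 50% and at least half of replicates each reaching 50%; inconclusive = half or more replicates reach 50% but mean below 50%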;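 also: 0% = complete ARNT plus TACC3 wells and 100% = ARNT alone without TACC3; many hits fall short of the cut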
# PAX8 inh HTS: PAX8 transcriptional activity inhibition; RMG-I TPO-luciferase reporter, SteadyGlo, 24 h; inhibition, % at 12.6 µM; AID 652154; actives 1.2% (n = 360,000);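 active = mean replicate inhibition at least 60% with every replicate also reaching 60%; inconclusive = only one of the two criteria is met; inactive = mean below 60% and not all replicates reaching 60%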;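 also: luciferase light reporting Pax8 driven TPO promoter activity; plate controls were median of neutral control wells for no effect and mitoxantrone controls for full effect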
# PGC1a acetyl inh: modulators of PGC1a acetylation; U2OS PGC1a acetylation, AlphaScreen anti-acetyl-lysine; with virally co-expressed GCN5 acetyltransferase; inhibition, % at 15.6 µM; actives 0.17% (n = 350,000); AID 651687;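 active = every replicate shows inhibition of at least 40%; inconclusive = mean inhibition at least 40% but some replicate below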;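 also: 0% = neutral control wells and 100% = positive control wells; some results beyond the cut were filed as inactive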
# PglD DTNB: blocks C. jejuni PglD acetyltransferase activity; purified PglD enzyme, DTNB colorimetric CoA detection; actives 0.098% (n = 360,000); inhibition, % at 12.5 µM; in the data active = inhibition above about 16%, passing the limit was not always enough; inconclusive = no clear call, values can overlap the other calls; also: strong numbers were not always called active
# Statin myotox sup: suppression of simvastatin myotoxicity; C2C12 myotubes + simvastatin, ATP luminescence, 48 h; scaled: DMSO 0, geranylgeraniol control 100; rescue of ATP level, % at 7.49 µM; actives 0.78% (n = 330,000);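 active = mean ATP rescue above about 67%, or every replicate alone reaching that limit, limit read from the data, passing the limit was not always enough; inconclusive = no clear call, values can overlap the other calls; inactive = mean under the limit and some replicate under it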;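 also: myotubes were challenged with 10 µM simvastatin during compound exposure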
# * = called active by the depositor; ? = inconclusive; / = not tested or not shown.
SMILES,INS-1E GSIS act,LGR2 inh,Cneo AK release,ARNT TACC3 PPI,PAX8 inh HTS,PGC1a acetyl inh,PglD DTNB,Statin myotox sup
O=C(O/C(=C/c1ccccc1)C(F)(F)F)c1ccccc1,/,5,-1,-4,-19,-10,-2,3
CCC1CCCCN1Cc1c(O)ccc2c(=O)c(-c3ccccc3)coc12 (stereo not drawn),7,0,-2,-1,12,-4,-5,12
COc1ccc(Cc2nnc(SCC(=O)c3ccc(OC)cc3)o2)cc1,13,-5,0,-3,/,4,3,24
Cc1cc(NS(=O)(=O)c2cccc([N+](=O)[O-])c2)no1,4,2,0,-8,10,-2,2,2
CC(C)NC(=O)N(C)C[C@@H]1OCCCC[C@H](C)Oc2ccc(NC(=O)C3CCCCC3)cc2C(=O)N([C@H](C)CO)C[C@@H]1C,-3,28,-1,-4,-10,2,-1,/
C/C=C/c1ccc2c(c1)O[C@@H](CN(C)C(=O)C1CCOCC1)[C@@H](C)CN([C@@H](C)CO)S2(=O)=O,-10,-13,-1,-7,/,0,-2,32
Cc1cc(Nc2ccc(Cl)cc2)n2nnnc2n1,/,/,-2,/,/,-17,-1,-21
Cc1ccc(S(=O)(=O)N(C)C[C@H]2OCCCC[C@@H](C)Oc3ccc(NS(=O)(=O)c4ccc(F)cc4)cc3C(=O)N([C@H](C)CO)C[C@H]2C)cc1,-16,4,0,-4,60,-8,-1,16
CCS(=O)(=O)N1CCCCN2[C@H](C1)[C@@H](c1ccc(-c3ccc(C#N)cc3)cc1)[C@@H]2CO,15,-16,91*,-3,-33,9,-3,-15
Cc1ccc(OS(=O)Nc2cccc3nccnc23)cc1 (stereo not drawn),5,-6,1,69*,/,-13,3,9
NC(=O)c1ccccc1NS(=O)(=O)c1ccc2c(c1)OCCO2,/,/,0,-3,-3,/,0,23
O=C(CCl)NC(=O)NC12CC3CC(CC(C3)C1)C2,29,3,/,-1,8,-2,5,/
CCC(=O)c1c[nH]c(C(=O)NCc2cccc(C(F)(F)F)c2)c1,-4,-16,4,2,7,1,1,-6
Cc1c(NS(=O)(=O)c2ccc(F)cc2)c(=O)n(-c2ccccc2)n1C,10,-13,3,0,-5,-3,-1,5
Cc1ccc(C2(C)NC(=O)N(CC(=O)Nc3ccc(N4CCOCC4)cc3N3CCOCC3)C2=O)cc1 (stereo not drawn),1,44,3,-13,/,10,3,-3
Cc1cccc(-c2nc(CSCC(=O)NCc3cccs3)c(C)o2)c1,/,/,5,18,-7,-12,0,6
CCn1c(COc2ccc3ccccc3c2C)nnc1SCC(=O)Nc1cccc(C(=O)O)c1,-2,-5,0,/,-2,0,2,/
O=C(NCc1ccccc1)N[C@@H](Cc1ccccc1)C(=O)O,13,-11,/,-1,/,6,/,-35
COc1cccc(CNc2ccc([N+](=O)[O-])cc2C)c1,16,-11,0,4,4,/,-6,-8
O=C1OC(/C(=C\Nc2ccccc2)[N+](=O)[O-])c2ccccc21 (stereo not drawn),-17,9,8,-6,3,-10,-1,12
COc1ccccc1NC(=O)N1CCCCN2[C@@H](CO)[C@@H](c3ccc(C#CC4CCCC4)cc3)[C@@H]2C1,55*,16,48,43,59,-31,-2,-73
C[C@@H]1CN([C@H](C)CO)C(=O)CCCn2nncc2CO[C@H]1CN(C)C(=O)Nc1ccc(C(F)(F)F)cc1,-16,7,4,-6,/,1,-1,3
CN1C(=O)SC(Nc2ccc(F)cc2)C1=O (stereo not drawn),20,/,8,-6,/,/,-3,/
CCOC(=O)C1=C(C)NC2(O)c3ccccc3C(=O)C12O (stereo not drawn),/,/,-1,/,15,7,-3,/
Cc1cc(C)n(C(=O)Cn2nc(C)c(Cl)c2C)n1,0,1,-1,-3,-3,9,7,-5
Cc1c(NC(=O)c2ccccc2F)c(=O)n(-c2ccccc2)n1C,8,3,/,-5,/,6,/,-7
Cc1nc2cc3sc(C)nc3cc2s1,9,5,3,8,-9,11,0,-6
CC1=C/C(=N\S(=O)(=O)c2ccccc2)C(C(C)C)=CC1=O,1,-4,/,-6,14,-7,/,/
C[C@H]1CN([C@@H](C)CO)S(=O)(=O)c2ccc(C#Cc3cccnc3)cc2O[C@@H]1CN(C)C(=O)C1CC1,-2,0,4,4,/,30,-3,9
CC(CNCC1CCCO1)COc1ccccc1 (stereo not drawn),/,/,-1,/,19,-3,0,-10
COc1cccc(CNC(=O)C[C@@H]2C=C[C@@H](NC(C)=O)[C@@H](CO)O2)c1,-1,4,1,1,-11,-2,0,4
Cc1noc(C)c1NC(=O)N[C@@H]1CC[C@H](CCNC(=O)C2CCCC2)O[C@H]1CO,16,5,-4,3,7,12,2,-2
FC(F)(F)c1cc(C(F)(F)F)c2ccc(Oc3ccccc3)nc2n1,/,/,0,1,/,/,1,3
CC(C)(C#CC(O)(c1ccccc1)c1ccccc1)N1CCCCC1,5,-4,2,-2,22,-14,-2,11
O=C(Nc1ccccc1Cl)N1CCN(c2ccc3nnc(-c4ccccc4)n3n2)CC1,/,/,-1,2,/,-2,0,-18
CS(=O)(=O)Nc1nnc(CCc2ccccc2)s1,-9,8,-2,-6,-4,/,4,12
C[C@@H]1CNC(=O)c2c(C(=O)NC3CCN(C(=O)OC(C)(C)C)CC3)ncn21,-1,1,0,/,-1,-12,-2,-2
O=C(CC1NCCNC1=O)OCc1ccccc1 (stereo not drawn),/,/,-1,14,/,7,3,96*
CCCNC(=O)N(C)C[C@H]1Oc2cc(-c3ccccc3)ccc2S(=O)(=O)N([C@@H](C)CO)C[C@@H]1C,2,8,4,6,17,-9,6,-31
O=C(NC(=S)N1CCN(C/C=C/c2ccccc2)CC1)c1cccnc1,1,-5,10,0,-6,-23,4,/
Cc1cc(OCC(=O)OCC(=O)Nc2cc(S(=O)(=O)N3CCOCC3)ccc2Cl)ccc1Cl,8,5,1,4,-2,5,6,9
Cc1noc(C)c1NC(=O)N(C)C[C@H]1Oc2c(NC(=O)c3cnccn3)cccc2C(=O)N([C@H](C)CO)C[C@H]1C,5,-7,-1,-4,/,5,0,-3
CC=Cc1ccc2n(c1=O)C[C@H]1[C@H](CO)[C@@H](C(=O)NCCOC)[C@@H]2N1Cc1ccccc1 (mixture of isomers),2,2,0,-1,3,0,-1,-2
O=C(Cn1nc2ccccc2n1)N/N=C/c1ccc(F)cc1,-3,5,/,0,1,5,/,/
O=C(C1=NOC(CNc2ncc(C(F)(F)F)cc2Cl)C1)N1CCOCC1 (stereo not drawn),3,-8,-1,3,12,-5,-3,-2

# Reprinted from the part before: 6 compounds; new compounds follow.
SMILES,INS-1E GSIS act,LGR2 inh,Cneo AK release,ARNT TACC3 PPI,PAX8 inh HTS,PGC1a acetyl inh,PglD DTNB,Statin myotox sup
O=C(NC(=S)N1CCN(C/C=C/c2ccccc2)CC1)c1cccnc1,1,-5,10,0,-6,-23,4,/
Cc1cc(OCC(=O)OCC(=O)Nc2cc(S(=O)(=O)N3CCOCC3)ccc2Cl)ccc1Cl,8,5,1,4,-2,5,6,9
Cc1noc(C)c1NC(=O)N(C)C[C@H]1Oc2c(NC(=O)c3cnccn3)cccc2C(=O)N([C@H](C)CO)C[C@H]1C,5,-7,-1,-4,/,5,0,-3
CC=Cc1ccc2n(c1=O)C[C@H]1[C@H](CO)[C@@H](C(=O)NCCOC)[C@@H]2N1Cc1ccccc1 (mixture of isomers),2,2,0,-1,3,0,-1,-2
O=C(Cn1nc2ccccc2n1)N/N=C/c1ccc(F)cc1,-3,5,/,0,1,5,/,/
O=C(C1=NOC(CNc2ncc(C(F)(F)F)cc2Cl)C1)N1CCOCC1 (stereo not drawn),3,-8,-1,3,12,-5,-3,-2
C[C@@H]1CN([C@@H](C)CO)C(=O)Cc2cc(NC(=O)Cc3cn(C)c4ccccc34)ccc2O[C@H]1CN(C)Cc1ccc(C(=O)Nc2ccccc2N)cc1,17,-18,-2,11,/,-3,2,16
Cn1cnc(S(=O)(=O)N2CCCCN3[C@H](CO)[C@@H](c4ccc(C#CC5CC5)cc4)[C@H]3C2)c1,/,/,-1,4,-34,14,3,/
CCN(CC(=O)Nc1ccc(NC(C)=O)cc1)C(=O)c1cccc(-n2cccc2)c1,/,/,/,-1,/,7,2,1
CCCCOC(=O)NCN1C(=O)C2C3C=CC(C3)C2C1=O (stereo not drawn),/,/,3,-7,/,3,4,6
Cc1cc(C)c2c(=O)[nH]c(SCC(=O)N(C)C)nc2n1,-5,0,0,-9,/,2,-3,-20
Cc1cc(Br)ccc1NC(=O)CN(C)C(=O)CN1C(=O)NC(C)(C2CC2)C1=O (stereo not drawn),-9,11,2,-2,-9,4,3,9
COc1ccc([N+](=O)[O-])cc1NC(=O)Cn1ccc(C(F)(F)F)n1,18,-12,2,-5,1,-4,0,-3
CCOc1ccc(S(=O)(=O)c2c[nH]c3ccc(C)cc3c2=O)cc1,14,-5,-1,-5,-21,-1,0,-2
COc1ccc(NC(=S)NCCSc2ccc(C)cc2)c(OC)c1,-22,-21,39,/,25,-15,7,/
CN(c1ccccc1)c1nc(N)c(C#N)c(CC#N)c1C#N,66*,-6,-2,-2,-2,/,-1,-3
CCCN1C2CCCC1CC(NC(=O)Nc1cccc(C(C)=O)c1)C2 (stereo not drawn),/,/,3,-5,4,8,-3,-5
CCN1C(=O)C(CC(=O)Nc2ccc(OC)cc2)N(CCCN2CCN(c3ccc(F)cc3)CC2)C1=S (stereo not drawn),-17,-12,1,3,14,2,5,-7
N#C[C@@H]1[C@H](c2ccccc2-c2ccccc2F)[C@@H](CO)N1C(=O)c1cccc(F)c1,-14,16,/,/,6,-11,/,/
COCC(=O)Nc1sc2c(c1C(=O)OC)CCC(C)C2 (stereo not drawn),/,/,-13,-5,/,-7,1,-1
O=C(C[C@H]1C=C[C@H](NC(=O)c2ccccn2)[C@H](CO)O1)NCc1cccc(F)c1,-2,-8,0,2,-21,6,-3,3
COc1cccc(C(=O)/C=C/c2ccc(N3CCCCC3)c([N+](=O)[O-])c2)c1,13,-4,-2,-1,-16,/,-1,9
CCCCNC(=O)c1cccc(NC(=O)C(=O)c2ccccc2NC(C)=O)c1,10,10,2,-6,13,-2,-3,2
Cc1ccc(NC(=O)CCC(=O)NN=Cc2ccc(C)o2)c(C)c1,-10,-12,-5,/,-10,6,4,9
CC(C(=O)OCn1nnc2ccccc2c1=O)N1C(=O)c2ccccc2C1=O (stereo not drawn),/,/,0,1,9,?,0,4
CN(C)N1C(N)=C(C#N)C(c2ccc(Br)cc2)C2=C1CC(C)(C)CC2=O (stereo not drawn),/,-3,1,-9,-19,1,-2,-1
COc1cc(C(=O)NCC(c2ccco2)N2CCOCC2)cc(OC)c1OC (stereo not drawn),-12,-11,-2,-1,4,-3,-2,3
CCC1Oc2ccccc2N(CC(=O)Nc2ccccc2OC)C1=O (stereo not drawn),6,/,0,-1,/,-12,0,51
CCC(C)[C@H](NC(=O)Nc1ccc(C)cc1C)C(=O)O (stereo partly drawn),7,-14,4,-9,-12,2,-5,-25
C[C@@H]1CCCCO[C@H](CN(C)C(=O)c2ccncc2)[C@@H](C)CN([C@H](C)CO)C(=O)c2cc(NS(=O)(=O)c3ccc(Cl)cc3)ccc2O1,16,14,-1,0,3,11,6,/
CCCC#Cc1ccc2c(c1)O[C@@H](CN(C)C)[C@@H](C)CN([C@H](C)CO)S2(=O)=O,1,-4,2,-9,-2,6,-2,14
Cc1noc(C)c1S(=O)(=O)N(C)C[C@@H]1OCCCC[C@H](C)Oc2ccc(NC(=O)NC3CCCCC3)cc2C(=O)N([C@@H](C)CO)C[C@H]1C,-15,3,-2,1,-21,0,-4,/
